Compound activity from PubChem BioAssay.
PI4K2A inh – PI4K2A (human) kinase inhibition; AID 1346378; Q9BTU6; activity change, negative = inhibition, % at 76.9 µM; 420,000 tested, 0.13% active; purified PI4K2A, ADP-Glo luminescence, 1 h; active compounds read low; in the data active means activity change below about -50%; inconclusive means mostly about -30% to -49%;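 further: -100% = wells without enzyme as full effect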
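PI4K2A activity was measured by ADP-Glo luminescence: enzyme (4 ug/mL stock) and phosphatidylinositol (1.2 mM stock) in Tris pH 7.5/MgCl2/EGTA/Triton X-100 buffer were reacted with ATP (300 microM stock) for one hour at ambient temperature.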
G9a inh – blocks human histone lysine methyltransferase G9a; G9a H3K9 monomethylation, AlphaScreen, 2 h; Potency, µM (titrated, usually from 102 µM), inactives show at the top dose activity, negative = inhibition, hits mostly inhibitors; 350,000 tested, 8.8% active; further: potency means the concentration at half of the fitted maximal effect; on the % scale 0 is the no-effect control and ±100 the full control effect; nearly all actives have a fitted effect of over 75% in size
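AlphaScreen detection with an anti-monomethyl H3K9 antibody quantified product after a 2 h room-temperature reaction containing 500 nM biotinylated H3K9 peptide, 20 µM SAM and 20 nM enzyme, which had been preincubated 15 min with compound.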
BAZ2B inh – BAZ2B (human) inhibition. Q9UIF8. Potency, µM (highest dose often 114 µM), without a hit: at the highest dose activity change, negative = inhibition, usual class: inhibitors. AlphaScreen BAZ2B-H3K14Ac peptide displacement. 360,000 tested, 4.4% active. AID 504333; further: potency means the concentration at half of the fitted maximal effect; on the % scale 0 is the no-effect control and ±100 the full control effect; nearly all actives have a fitted effect of over 60% in size
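Compounds, titrated to a top concentration of 110 uM, were incubated 30 min at room temperature with preformed BAZ2B/acetyl-K14 H3 peptide complex (50 nM each). Proximity signal was measured by AlphaScreen after 20 min with beads.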
GLS inh – inhibitors of human glutaminase (GLS) | O94925 | GLS enzymatic activity, qHTS titration | Potency, µM (titrated, usually from 45.5 µM), for inactives: top-dose activity change, negative = inhibition, usual class: inhibitors | 410,000 tested, 0.21% active | AID 624170; further: potency means the concentration at half of the fitted maximal effect; on the % scale 0 is the no-effect control and ±100 the full control effect
Target sequence (O94925 whole entry, looked up): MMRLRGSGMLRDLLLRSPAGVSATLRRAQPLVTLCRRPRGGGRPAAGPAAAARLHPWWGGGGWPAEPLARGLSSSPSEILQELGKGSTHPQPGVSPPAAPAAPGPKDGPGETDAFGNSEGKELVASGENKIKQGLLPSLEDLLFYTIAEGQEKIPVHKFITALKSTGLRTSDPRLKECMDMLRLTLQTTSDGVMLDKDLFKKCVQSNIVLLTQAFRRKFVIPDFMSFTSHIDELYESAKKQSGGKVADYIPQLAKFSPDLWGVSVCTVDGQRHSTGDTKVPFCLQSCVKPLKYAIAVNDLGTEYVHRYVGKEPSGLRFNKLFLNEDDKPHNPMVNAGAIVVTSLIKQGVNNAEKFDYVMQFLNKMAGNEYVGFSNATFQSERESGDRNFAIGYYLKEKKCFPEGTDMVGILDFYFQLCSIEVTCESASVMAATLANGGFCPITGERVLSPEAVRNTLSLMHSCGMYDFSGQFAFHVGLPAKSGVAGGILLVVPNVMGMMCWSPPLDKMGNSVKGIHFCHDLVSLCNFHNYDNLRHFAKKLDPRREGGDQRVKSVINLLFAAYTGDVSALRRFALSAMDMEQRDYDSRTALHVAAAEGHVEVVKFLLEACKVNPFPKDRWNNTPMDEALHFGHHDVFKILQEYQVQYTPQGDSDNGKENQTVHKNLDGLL
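Glutamate formation by hKGA was monitored fluorometrically using coupled glutamate oxidase, HRP and Amplex Red. Substrate was added as 1 mM L-glutamine solution; incubation was 30 min at RT after an initial read.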
HP1b binding inh – inhibitors of HP1-beta chromodomain binding to methylated histone tails; AlphaScreen HP1-beta / biotin-H3K9me3 peptide binding; 390,000 tested, 0.56% active; AID 540317; P83916; Potency, µM (highest dose often 114 µM), inactives show at the highest dose activity change, negative = inhibition, hits mostly inhibitors; further: potency means the concentration at half of the fitted maximal effect; nearly all actives have a fitted effect of over 70% in size; inactives centre near 23
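Compound inhibition of the preformed complex between 50 nM HP1-beta and 50 nM biotinylated H3K9me3 peptide was read by AlphaScreen. Buffer was PBS pH 7.4 with 0.01% Tween-20. Incubations ran 30 min at room temperature, with 10 ug/mL donor/acceptor beads.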
ERG-DNA inh – blocks human ERG Ets domain binding to DNA. AID 624246. 370,000 tested, 0.028% active. fluorescence polarization, His-ERG Ets domain / labelled DNA. Potency, µM (highest dose often 76.9 µM), inactives show at the highest dose FP activity, negative = inhibition, most hits filed as inhibitors; active means well fitted inhibition curve with a large enough effect in the polarisation, with a control signal flat; inconclusive means small, poorly fitted or top-dose-only effect, or effect the other way, or a change in a side signal; inactive means no such curve, though single readings can be large or run the other way; the % refers to the polarisation;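 further: polarization taken with two DNA probes labelled with fluorescein and Texas red; potency means the concentration at half of the fitted maximal effect; % of control where 0% means no effect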
Target sequence (P11308 whole entry, looked up, the tested form may be a part): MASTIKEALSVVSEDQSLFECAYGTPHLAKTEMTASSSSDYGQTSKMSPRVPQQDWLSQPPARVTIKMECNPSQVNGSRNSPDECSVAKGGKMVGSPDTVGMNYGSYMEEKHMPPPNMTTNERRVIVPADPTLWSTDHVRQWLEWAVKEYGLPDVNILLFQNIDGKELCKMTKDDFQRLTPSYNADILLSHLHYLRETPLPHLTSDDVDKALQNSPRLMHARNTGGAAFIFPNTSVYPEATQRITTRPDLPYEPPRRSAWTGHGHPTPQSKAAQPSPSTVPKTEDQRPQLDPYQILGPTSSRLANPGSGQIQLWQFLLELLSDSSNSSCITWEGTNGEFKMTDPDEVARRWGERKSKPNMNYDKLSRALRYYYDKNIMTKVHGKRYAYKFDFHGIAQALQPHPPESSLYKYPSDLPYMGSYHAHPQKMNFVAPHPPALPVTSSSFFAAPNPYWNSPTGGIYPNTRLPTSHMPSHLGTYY
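His-tagged ERG Ets domain (1 uM in the protein solution; 300mM KCl, 50mM Tris-HCl, 1mM EDTA, 1mM DTT, pH 7.5) received compound, then a probe mix of 5 nM fluorescein-DNA and 100nM Texas-615-DNA. Fluorescence polarization was read for both dyes.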
Pin1 inh – blocks the human prolyl isomerase Pin1. Q13526. Potency, µM (top dose mostly 115 µM), inactives show at the highest dose activity, negative = inhibition, usual class: inhibitors. 390,000 tested, 0.009% active. Pin1 FP peptide displacement, HiFluor488, 10 min; active means well fitted inhibition curve with a large enough effect in the polarisation, with a control signal flat, not every such curve was filed as active; inconclusive means small, poorly fitted or top-dose-only effect, or effect the other way, or a change in a side signal; inactive means no such curve, though single readings can be large or run the other way; the % refers to the polarisation; further: potency means the concentration at half of the fitted maximal effect; on the % scale 0 is the no-effect control and ±100 the full control effect
PGK inhibitor – inhibitors of T. brucei phosphoglycerate kinase. PGK/GAPDH coupled, Kinase-Glo luminescence, 60 min. Potency, µM (highest dose often 57.5 µM), without a hit: top-dose activity change, negative = inhibition, actives largely listed as inhibitors. 380,000 tested, 0.043% active; further: potency means the concentration at half of the fitted maximal effect; on the % scale 0 is the no-effect control and ±100 the full control effect; nearly all actives have a fitted effect of over 60% in size
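Recombinant glycosomal PGK reaction used 1,3-bisphosphoglycerate generated in-well by GAPDH (100nM final) in 100mM TEA pH 7.6, 5mM MgCl2, 0.01% Tween-20. After 60 minutes at room temperature, ATP was read by Kinase-Glo Plus luminescence end-point.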
JMJD2A Tudor inh – JMJD2A Tudor domain (human) inhibition; 390,000 tested, 4.4% active; Potency, µM (highest dose often 114 µM), for the others: top-dose activity change, negative = inhibition, actives largely listed as inhibitors; AID 504339; AlphaScreen JMJD2A-Tudor / H3K4me3 peptide binding; O75164; further: potency means the concentration at half of the fitted maximal effect; on the % scale 0 is the no-effect control and ±100 the full control effect; nearly all actives have a fitted effect of over 50% in size
* marks the source's active call; other numbers are inactive results; i = inactive; u = inconclusive; x = not tested or not shown; & = joins results of further samples; ! = not active in a repeat; [ ] = another dose, or the depositor's remark. Unless noted, the call rests on the fitted dose curve; in most records, active means well fitted curve in the direction sought with a large enough effect; inconclusive means small, poorly fitted or top-dose-only effect, or another doubt; inactive means no such curve, though single readings can be large; an effect the other way counts as inactive or inconclusive. Hits appear at their usual frequency; 11% or so of the library scored in one or more.

PI4K2A inh,G9a inh,BAZ2B inh,GLS inh,HP1b binding inh,ERG-DNA inh,Pin1 inh,PGK inhibitor,JMJD2A Tudor inh,SMILES
-5,30%,u,-8%,38%,-2%,10%,-19%,-14%,COc1ccc(-c2cc3ncc(-c4ccccc4)c(N)n3n2)cc1
11,9%,-2%,-8%,-1%,1%,1%,-5%,-16%,O=C(NCCCN1CCOCC1)c1ccc(Sc2ccc(Br)cc2)c([N+](=O)[O-])c1
3,-1%,-30%,14%,17%,-15%,2%,-8%,-5%,CCOC(=O)c1nc(NCc2ccccc2F)c2ccccc2n1
1,-12%[12.7 µM],-22%,u,30%,-20%,9%,-9%,-17%,C(=N\Nc1nc2ccccc2[nH]1)/c1ccccc1
3,x,u,-1%,-19%,5%,u,-4%,56µM*,CC(C)N1CCc2c(sc(NC(=O)c3ccc(C(=O)c4ccccc4)cc3)c2C(N)=O)C1
1,14%[59 µM],2%,2%,30%,0%,15%,6%,0%,Cc1nc2nc(SCc3c(F)cccc3Cl)nn2c(C)c1Cc1ccccc1
-1,-27%[59 µM],-21%,8%,13%[57 µM],3%,9%,i,-28%,CN(C)S(=O)(=O)c1ccc2c(c1)N(CC(=O)N1CCN(c3ccc(F)cc3)CC1)CCS2
3,x,x,2%,28%,19%,3%,-3%,-7%,N#CCc1c(C#N)c(N)nc(N2CCCC2)c1C#N
1,10%,-29%,-2%,28%,x,-6%,i,-17%,C=C(C)c1cccc(C(C)(C)NC(=O)Nc2ccc(C)cn2)c1
2,u,u,0%,-15%,-8%,-3%,-5%,u,Cc1ccc(-n2cc(CN3CCN(Cc4nccn4C)CC3)c(-c3ccc(F)cc3)n2)cc1
-3,-11%,11%,5%,38%,-5%,10%,5%,-24%,CCOc1ccc(S(=O)(=O)Nc2ccc(C(=O)N/N=C(\C)c3ccc(-n4ccnc4)cc3)cc2)cc1
-2,0%[12.7 µM],2%,2%,-7%,-5%,5%,11%,-34%,CC1CC(C)(C)CC2(C1)NC(=O)N(CC(=O)NCC(c1ccco1)N1CCCCC1)C2=O (stereo not drawn)
0,-4%[59 µM],-18%,18%,20%,-7%,5%,2%,-14%,C[C@H](C(=O)O)c1n[nH]c(=O)c2ccccc12
0,79µM*,-26%,-12%,23%,-8%,6%,-8%,6%,CCCc1cc(=O)n2[nH]c(NC(=O)c3ccco3)nc2n1
-3,20%[59 µM],8%,-2%,26%,4%,1%,-8%,-2%,Cc1ccc2c(COC(=O)C34CC5CC(CC(C5)C3)C4)cc(=O)oc2c1
-7,-40%[59 µM],u,0%,26%,-7%,19%,4%,-32%,Cc1ccc2c(c1)c(=O)c(C(=O)c1ccc3c(c1)OCO3)cn2Cc1ccc(Cl)cc1
-18,-29%,-7%,2%,18%,7%,0%,0%,-12%,COc1ccc(NC(=O)CSc2nc(-c3ccncc3)nn2CC(=O)N2CCCC2)cc1
3,-43%[12.7 µM],u,12%,-14%,-2%,2%,3%,-31%,Cc1ccc(-c2csc3nnc(SCC(=O)Nc4cccc(C)n4)n23)cc1
-9,-28%,-21%,-10%,-5%,7%,-1%,-4%,-21%,COc1cccc(NC(=O)CN(c2ccc(C)cc2)S(=O)(=O)c2c(C)nn(C)c2C)c1
-3,-35%[12.7 µM],-8%,-5%,13%,-1%,-3%,-13%,-15%,NC(=O)CC(NC(=O)c1ccc(Br)cc1)c1ccc(N2CCN(c3ccccn3)CC2)c([N+](=O)[O-])c1 (stereo not drawn)
-7,8.9µM*,u,11%,-3%,-3%,3%,8%,-30%,C=CCNc1nc(-c2sc(NC(=O)CC)nc2C)cs1
-5,-46%[2.33 µM],56µM*,29%,-17%,3%,0%,-5%,28µM*,Cn1cnc(C(=O)N2CCN(c3ccccc3)CC2)c1C(=O)N1CCN(c2ccccc2)CC1
-2,-1%[59 µM],-33%,5%,29%,-1%,4%,-5%,-21%[57.1 µM],Cc1ccc(NC(=O)c2cccs2)cc1S(=O)(=O)Nc1cccc(Cl)c1
-2,u,-24%,2%,7%,0%,-11%,-8%,-26%,Cc1nc2nc(NC(=O)c3ccco3)[nH]n2c(=O)c1C
-4,-17%[59 µM],4%,3%,23%,0%,2%,-12%,-5%,COc1cccc(NC(=O)CN(Cc2ccccc2)S(C)(=O)=O)c1
-1&-10,-26%[59 µM],-4%&-13%,8%&0%,22%&16%,1%&1%,3%&4%,-4%&-6%,-8%&-14%,COc1cccc(-c2nc(CS(=O)(=O)CC(=O)Nc3cc(F)ccc3F)c(C)o2)c1
6,-25%,u,10%,19%,0%,0%,3%,-20%,N/C(=N\OC(=O)c1cccs1)c1cccc([N+](=O)[O-])c1
10,-4%,-14%,1%,1%,-4%,3%,i,-17%[11.4 µM],NC(=O)c1ccc(NC(=O)COC(=O)/C=C/c2ccc3c(c2)OCO3)cc1
-3,2µM*,-24%,-6%,43%[activator],-4%,-3%,0%,9%,Cn1nnnc1SCC(=O)Nc1ccc(Br)cc1Cl
-3,-4%[59 µM],-19%,-13%,33%,1%,95%[activator],0%,-4%,O=C(NCCc1nc2ccccc2n1CCCOc1ccc(Cl)cc1)C1CCCCC1

Reprinted from the part before: 2 compounds; new compounds follow.
PI4K2A inh,G9a inh,BAZ2B inh,GLS inh,HP1b binding inh,ERG-DNA inh,Pin1 inh,PGK inhibitor,JMJD2A Tudor inh,SMILES
-3,2µM*,-24%,-6%,43%[activator],-4%,-3%,0%,9%,Cn1nnnc1SCC(=O)Nc1ccc(Br)cc1Cl
-3,-4%[59 µM],-19%,-13%,33%,1%,95%[activator],0%,-4%,O=C(NCCc1nc2ccccc2n1CCCOc1ccc(Cl)cc1)C1CCCCC1
0,-44%,-36%,0%,-8%,-12%,4%,4%,u,CCC1=Nc2cc(C(=O)NCc3cccnc3)ccc2Sc2ccc(C)cc21
1,x,-6%,-4%,31%,-6%,-1%,-3%,3%,COc1ccc(CNC(=O)c2cccc3c2C(=O)N(CC2CCCO2)C3)cc1 (stereo not drawn)
-5,26%,1%,-1%,29%,-5%,9%,-4%,-9%,COc1ccccc1CNC(=O)C(=O)NCC1OCCN1S(=O)(=O)c1ccc2c(c1)OCCO2 (stereo not drawn)
-2,27%[59 µM],8%,-2%,25%,8%,4%,-8%,-13%,Cc1ccc(NC(=O)N2C3CCCC2CC(NC(=O)C(C)(C)C)C3)cc1 (stereo not drawn)
-1,13µM*,u,5%,9%,x,14%,5%,u,CC(=C\c1ccco1)/C=C(\C#N)C(=O)NCCc1c[nH]c2ccccc12
0,5%,u,8%,19%,7%,31%[activator],i,-33%,Nc1ccc2nc(-c3ccc(-c4nc5ccc(N)cc5[nH]4)cc3)[nH]c2c1
-7,u,11%,0%,35%,-1%,-5%,-1%,2%,O=C(c1ccc(=O)[nH]c1)N(Cc1ccco1)C1(C(=O)NC2CCCCC2)CCCCC1
3,7%[12.7 µM],7%,6%,18%,0%,0%,-9%,-31%,C=Cc1ncc(OC)c2c1[nH]c1ccccc12
5,2%[12.7 µM],-3%,-7%,33%,-5%,16%,-2%,-5%,O=C(CN1C(=O)NC(Cc2c[nH]c3ccccc23)C1=O)Nc1ccc(Br)cc1F (stereo not drawn)
-1,-32%,3%,0%,21%,-1%,-7%,i,-17%[57.1 µM],Cc1ccc2c(c1)nnn2C1CCN(S(=O)(=O)c2ccc(C(=O)NC3CCCC3)cc2)CC1
-5,10%,-3%,2%,0%,1%,-1%,-1%,-24%,CCOc1ccc2[nH]c3nc(SCC(=O)NCC4CCCO4)nnc3c2c1 (stereo not drawn)
-3,x,-14%,-2%,24%,-1%,9%,-8%,-20%,Cc1cc(Br)ccc1NC(=O)CNC(=O)Cn1ncc(Cl)c(Cl)c1=O
1,-5%,-3%,5%,3%,7%,-2%,i,-20%,COc1cc(Cl)c(C)cc1NC(=O)CCNC(=O)c1ccco1
0,x,22%,6%,110%[activator],4%,-4%,-3%,59%[activator],COc1ccccc1C(=O)CC(=O)c1ccccc1
2,1%[59 µM],3%,0%,25%[57 µM],-7%,-3%,-6%,3%,COc1ccc(CNC(=O)C2CCN(c3nc4ccccc4[nH]3)CC2)cc1OC
0,21%,6%,-3%,54%[activator],-2%,0%,-1%,-8%,Cc1nc(-c2ccc(Cl)cc2)sc1C(=O)NN
-1,4%[59 µM],-4%,-3%,44%[activator],-8%,2%,12%,-15%,Cc1coc2cc3oc(=O)c(CC(=O)N4CCCCC4)c(C)c3cc12
-2,-5%[59 µM],-36%,-4%,-2%,2%,2%,i,-34%,CC(Nc1cc(N2CCN(S(C)(=O)=O)CC2)ccc1[N+](=O)[O-])c1ccccc1 (stereo not drawn)
-3,x,x,1%,23%,-2%,35%[activator],-4%,-29%,CCC(=O)N1N=C(c2ccc(NS(=O)(=O)c3ccc(C)cc3)cc2)CC1c1ccco1 (stereo not drawn)
-5&7&6,14µM*!,x,32%&28%[activator],5%,6%,-2%,i,-32%,CCC(=O)c1ccc2c(c1)N(CCCN(C)C)c1ccccc1S2
-8,x,x,0%,24%,8%,-2%,-8%,6%,CCN(c1cccc2ccccc12)S(=O)(=O)c1cccs1
-1,0%,1%,-7%,8%,0%,-4%,4%,0%,COCC(C)NC(=O)c1cccc([N+](=O)[O-])c1 (stereo not drawn)
-5&0&2,16%[59 µM],x,6%,21%&55%,-2%&0%,-5%&-8%,1%&-7%,-23%&-10%,CCc1cc(Cl)c(OC)c(C(=O)NC[C@@H]2CCCN2CC)c1O
